Bioassay records from PubChem.
IDH1 R132H inh: human IDH1 R132H inhibition. O75874. IDH1-R132H enzyme, NADPH consumption, diaphorase/resazurin fluorescence. Potency, µM (highest dose often 76.6 µM), for the others: at the top dose activity change, negative = inhibition, most hits filed as inhibitors. hit rate 0.093% among 390,000; note: potency is the fitted concentration of half-maximal effect; % is set by controls: 0 for no effect and ±100 for the full control effect; nearly all actives have a fitted effect of over 65% in size
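IDH1-R132H (0.5 ug/mL dispensed) in pH 7.5 Tris buffer was preincubated 30 min with compound, then given a substrate mix of 0.016 mM NADPH and 2 mM alpha-KG for 80 min at room temperature; remaining NADPH was read by diaphorase/resazurin fluorescence.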
Glioma ERSR ind: ER stress response induction in glioma. U87-MG GRP78 promoter luciferase reporter, 16 h. Potency, µM, inactives show at the highest dose activation, hits mostly activators. hit rate 0.02% among 420,000. AID 602332; note: potency is the fitted concentration of half-maximal effect; series mostly up to about 76 µM; % of control where 0% means no effect; nearly all actives have a fitted effect of over 35% in size
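Stably transfected U87-MG human glioma cells carrying a GRP78-based luminescent sensor were seeded at 1000 cells/well, pin-dosed with compounds and incubated 16 h. Luciferase reagent was then added, and end-point luminescence was read after 10 min at room temperature.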
RGS4 inhibitor: human RGS4 inhibition; P49798; Transcreener GDP fluorescence polarization, RGS4-accelerated GTP hydrolysis; Potency, µM (top dose mostly 114 µM), for inactives: top-dose activity change, negative = inhibition, usual class: inhibitors; hit rate 0.039% among 390,000; AID 504845; note: potency is the fitted concentration of half-maximal effect; % is set by controls: 0 for no effect and ±100 for the full control effect; nearly all actives have a fitted effect of over 75% in size; some results filed as inactive show a strong effect at the top dose
Target sequence (P49798 whole entry, looked up): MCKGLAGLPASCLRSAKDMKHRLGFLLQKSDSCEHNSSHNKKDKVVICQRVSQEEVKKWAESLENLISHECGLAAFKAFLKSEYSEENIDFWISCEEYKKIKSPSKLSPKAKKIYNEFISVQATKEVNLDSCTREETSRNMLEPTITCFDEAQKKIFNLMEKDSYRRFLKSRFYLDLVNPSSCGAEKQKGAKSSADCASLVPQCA
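MLSMR compounds (23 nl, pin-transferred) preincubated 10 min at room temperature with a 500nM (2x) first reagent, then RGS4 at 900nM (2x) plus Transcreener GDP mix added; fluorescence polarization (620/688 nm) read before and after 90 min at 30 °C.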
USP1-UAF1 inh: inhibitors of human USP1/UAF1 deubiquitinase. O94782. recombinant USP1/UAF1, Ub-Rhodamine cleavage fluorescence. Potency, µM (titrated, usually from 57.1 µM), without a hit: at the highest dose activity change, negative = inhibition, most hits filed as inhibitors. hit rate 0.23% among 390,000; note: potency is the fitted concentration of half-maximal effect; % is set by controls: 0 for no effect and ±100 for the full control effect; nearly all actives have a fitted effect of over 60% in size; inactives centre near -12
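Step one: compound is pinned into 1nM USP1/UAF1 in HEPES pH 7.8 buffer with TCEP. Step two: 15 min room-temperature incubation. Step three: Ub-Rho (150nM final) starts cleavage, tracked by fluorescence over six one-minute reads.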
Vif-A3F inh: inhibitors of Vif-A3F interaction; HeLa A3F-eYFP + Vif (tagged APOBEC3F with the HIV-1 protein that degrades it), YFP fluorescence increase; Potency, µM (doses to about 46.1 µM), inactives show at the top dose activity, negative = active; hit rate 0.2% among 390,000; AID 602313; note: potency is the fitted concentration of half-maximal effect; % of control where 0% means no effect; nearly all actives have a fitted effect of over 65% in size
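HeLa cells stably expressing Vif plus C-terminally eYFP-tagged A3F were seeded, incubated overnight at 37 deg C, dosed with compound, incubated overnight again at 37 deg C. Yellow fluorescence (Ex 488/Em 500-530) reported blocked Vif-mediated A3F-eYFP degradation.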
Vif-A3G inh: inhibitors of Vif-APOBEC3G interaction; AID 602310; hit rate 0.076% among 410,000; Potency, µM (series often up to 46.1 µM), without a hit: at the top dose activity, negative = active, actives largely listed as inhibitors; HeLa A3G-eYFP + Vif (tagged APOBEC3G with the HIV-1 protein that degrades it), YFP fluorescence, overnight; Q9HC16;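 note: potency is the fitted concentration of half-maximal effect; % is set by controls: 0 for no effect and ±100 for the full control effect; nearly all actives have a fitted effect of over 60% in size; hits raise eYFP signal because A3G escapes Vif-driven loss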
Target sequence (Q9HC16 whole entry, looked up): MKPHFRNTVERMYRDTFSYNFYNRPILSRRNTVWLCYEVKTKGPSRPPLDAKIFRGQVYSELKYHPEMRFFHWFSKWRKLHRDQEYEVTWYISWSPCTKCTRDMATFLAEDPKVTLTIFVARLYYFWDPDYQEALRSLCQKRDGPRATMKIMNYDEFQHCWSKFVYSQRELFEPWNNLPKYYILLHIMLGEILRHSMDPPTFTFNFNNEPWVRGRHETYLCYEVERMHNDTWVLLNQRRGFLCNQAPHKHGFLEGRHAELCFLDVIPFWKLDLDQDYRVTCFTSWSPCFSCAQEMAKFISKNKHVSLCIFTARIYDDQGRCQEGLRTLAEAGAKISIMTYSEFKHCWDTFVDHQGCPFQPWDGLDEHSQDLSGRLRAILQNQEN
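Read-out is eYFP fluorescence (Ex 488/Em 500-530) from Vif-expressing HeLa A3G-eYFP cells; more signal means A3G escaped Vif-mediated degradation. Cells plated overnight, compound pinned in, incubated overnight at 37 deg C.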
TrxR1 substrate: rat thioredoxin reductase 1 substrate activity; O89049; purified TrxR1 substrate turnover, NADPH consumption readout; Potency, µM (titrated, usually from 114 µM), for the others: at the highest dose activity change, negative = substrate turnover; hit rate 0.01% among 390,000; AID 588456; note: potency is the fitted concentration of half-maximal effect; % is set by controls: 0 for no effect and ±100 for the full control effect; nearly all actives have a fitted effect of over 50% in size
Target sequence (O89049 whole entry, looked up): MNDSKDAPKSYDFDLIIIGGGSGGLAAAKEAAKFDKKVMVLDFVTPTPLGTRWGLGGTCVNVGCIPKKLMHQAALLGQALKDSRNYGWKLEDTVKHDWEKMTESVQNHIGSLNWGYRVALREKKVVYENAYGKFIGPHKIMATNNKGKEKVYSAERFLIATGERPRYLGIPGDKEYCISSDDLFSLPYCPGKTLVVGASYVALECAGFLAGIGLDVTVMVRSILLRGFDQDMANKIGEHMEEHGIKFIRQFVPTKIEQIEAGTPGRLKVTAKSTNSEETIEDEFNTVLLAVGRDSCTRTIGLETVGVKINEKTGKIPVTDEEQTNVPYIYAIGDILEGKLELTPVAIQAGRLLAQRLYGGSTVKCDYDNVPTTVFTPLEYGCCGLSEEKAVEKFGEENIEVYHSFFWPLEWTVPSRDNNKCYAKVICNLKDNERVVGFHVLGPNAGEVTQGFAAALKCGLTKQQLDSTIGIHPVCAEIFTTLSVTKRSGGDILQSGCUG
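Rat TrxR1, dispensed at 90 nM, was prereduced with 400 uM NADPH (final) for 5 min at ~22 deg C, then incubated with compound 15 min before 400 uM selenite. A first-read NADPH fluorescence drop versus no-compound background flagged substrates.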
TrxR1 inh: rat TrxR1 inhibition; Potency, µM (top dose mostly 114 µM), inactives show top-dose activity change, negative = inhibition, most hits filed as inhibitors; recombinant rTrxR1, NADPH fluorescence consumption, selenite substrate; O89049; hit rate 1% among 390,000; note: potency is the fitted concentration of half-maximal effect; % is set by controls: 0 for no effect and ±100 for the full control effect; nearly all actives have a fitted effect of over 65% in size
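Rat TrxR1 (90 nM in the dispensed reagent) was pre-reduced with 400 uM NADPH for 5 min at room temperature, then incubated with compound for 15 min. After 400 uM selenite was added, NADPH fluorescence (Ex 340/Em 450 nm) was followed for 8 min.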
LDHA block: inhibitors of human lactate dehydrogenase A | P00338 | purified LDHA, NADH/diaphorase-resazurin fluorescence; stronger effect = lower value | activity change, % (values are at about 110 or 230 µM) | hit rate 0.15% among 480,000; in the data active = activity change below about -30%; inconclusive = mostly about -25% to -30%;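 note: plate controls were DMSO wells for no effect and wells without enzyme for full effect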
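Remaining NADH was detected by diaphorase (0.133 mg/mL) converting 37 µM resazurin to fluorescent resorufin, read at 0 and 20 minutes. The preceding 5-minute room-temperature reaction used 2 nM LDHA, 0.2 mM sodium pyruvate and 0.06 mM NADH at pH 7.4.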
An asterisk follows results filed as active; ? = inconclusive; nt = no result given; & = joins results of further samples; [ ] = dose if it differs, or a comment. Unless noted, calls come from the whole dose curve; as a rule, active = well fitted curve in the direction sought with a large enough effect; inconclusive = small, poorly fitted or top-dose-only effect, or another doubt; inactive = no such curve, though single readings can be large; an effect the other way counts as inactive or inconclusive.

Below each SMILES – IDH1 R132H inh	Glioma ERSR ind	RGS4 inhibitor	USP1-UAF1 inh	Vif-A3F inh	Vif-A3G inh	TrxR1 substrate	TrxR1 inh	LDHA block
1) O=C(NCCCn1ccnc1)c1cccc(Cl)c1
    3.4%	-3.0%	5.6%	-16.8%	?	3.2%	13.0%[57.1 µM]	17.3%[57.1 µM]	-5.8
2) COc1ccc(NC(=O)C2CCCC2)cc1S(=O)(=O)N1CCOCC1
    0.7%	-3.7%	0.8%	-13.3%	-1.8%	-1.5%	-2.2%	5.9%	-4.0
3) O=C(COc1ccccc1)Nc1ccc(S(=O)(=O)N(Cc2ccccc2)c2ccccc2)cc1
    13.9%	-2.0%	-20.5%	-10.7%	-0.9%	0.7%	-0.4%	31.6%[activator]	-1.9
4) COC(=O)/C(C#N)=C/c1ccc(OC(=O)c2ccccn2)cc1
    0.8%	3.6%	-4.3%	-18.6%	0.4%	-0.5%	-11.8%	?	5.6
5) CCCC[C@@H]1CCCO[C@@](C(=O)NCc2ccc(S(C)(=O)=O)cc2)(C(F)(F)F)C1
    nt	0.8%	8.7%	nt	nt	3.1%	-13.6%	-0.2%	nt
6) CS(=O)(=O)N1CCN(c2ccccc2NC(=O)c2cccs2)CC1
    1.6%	-1.7%	-8.4%	-9.8%	0.2%	-1.1%	-15.5%	-10.5%	1.2
7) COC(=O)NNC(=O)COc1ccc2ccccc2c1Br
    3.5%	3.4%	-29.0%	-4.9%	8.8%	-2.5%	4.6%	0.6%	8.0
8) O=C(Nc1ccccc1F)c1ccccc1-c1ccc(C(F)(F)F)cc1
    4.6%	-4.9%	-10.2%	-19.7%	5.3%	1.9%	-1.7%	0.4%	-4.9
9) COC(=O)c1sccc1NC(=O)CSc1ccccc1NS(=O)(=O)c1ccc(Cl)cc1
    2.9%	-2.0%	-29.9%	-14.0%	3.6%	0.3%	-11.6%	-21.0%	-1.2
10) CC(C)=CC1C(C(=O)Nc2ccc(S(=O)(=O)N3CCOCC3)cc2)C1(C)C (stereo not drawn)
    -4.2%	-3.3%	12.5%	-8.5%	5.6%	-0.3%	-7.3%[57.1 µM]	0.6%[57.1 µM]	3.4
11) CSc1ccc(Cl)c(C(=O)OCC(=O)NCc2ccco2)c1
    6.0%	0.0%	-32.4%	-0.6%	4.8%	3.7%	-1.9%	?	-6.3
12) CCCOc1ccc(C(C)=O)cc1CN1CCOCC1
    11.4%	-3.2%	-11.7%	-12.8%	-10.6%	-0.2%	-4.0%	?	1.4
13) Cc1ccc(S(=O)(=O)N(CC(=O)Nc2ccccc2C(=O)O)c2cccc(Cl)c2C)cc1
    -12.5%	-5.1%	-23.2%	-21.9%	-1.1%	?	4.3%	-6.7%	-9.0
14) O=C(c1ccc(Cl)c(S(=O)(=O)N2CCCCCC2)c1)N1CCN(c2ccccn2)CC1
    2.7%	-8.0%	6.0%	-3.4%	-8.1%	-1.1%	2.2%[57.1 µM]	0.7%[57.1 µM]	2.8&-1.4
15) Nc1nonc1-n1nnc(C(=O)N/N=C/c2cc(Br)ccc2O)c1CSC1=NCCS1
    1.7%	-4.6%	-7.8%	-18.8%	7.4%	-17.4%	-13.6%	?	-2.7
16) Cc1ccc(-c2nc(C)c(CCNC(=O)C(=O)Nc3ccc4c(c3)OCO4)s2)cc1
    1.5%	1.6%	-2.4%	-28.1%	-3.2%	-5.3%	-0.3%[57.1 µM]	12.6%[57.1 µM]	-3.7
17) CCOc1cc(C(=O)N=c2sccn2C)cc(Br)c1OC
    9.8%	-4.1%	-1.1%	?	2.0%	-2.2%	-1.9%	9.4%	3.4
18) C/C=C(\C)CN1CCC(Oc2ccc(C(=O)NCc3ccccn3)cc2)CC1
    1.0%	-0.8%	-7.4%	-24.1%	-5.8%	3.2%	-4.5%	6.6%	0.2
19) O=c1cc([O-])[n+]2c3n1CCCN3CCC2
    1.9%	-2.6%	4.3%	-3.2%	1.7%	1.0%	-14.7%	-4.4%	-3.5
20) O=c1c2c3c(sc2nnn1Cc1ccc(Br)cc1)CCCC3
    -3.7%	-0.2%	-25.8%	-6.8%	3.1%	-2.0%	-0.8%	-1.0%	-2.8
21) COc1cccc(C2CCCN2Cc2nc(-c3sccc3C)oc2C)c1 (stereo not drawn)
    2.3%	0.5%	-18.7%	-7.9%	-3.2%	-5.1%	3.8%	?	-3.5
22) Cc1ccccc1Cn1c(C(=O)OC(C)C)cc2c1ccn2C
    5.7%	-1.4%	-15.1%	-20.0%	-3.6%	-1.6%	10.8%	14.2%	14.5
23) Cc1cc(Cl)ccc1C(=O)C1CCCN(C(=O)c2ccc3ncccc3c2)C1 (stereo not drawn)
    9.7%	-6.8%	-9.4%	0.2%	-13.4%	-0.4%	-17.6%[57.1 µM]	10.5%[57.1 µM]	1.9
24) COc1ccccc1NC(=S)N(Cc1ccco1)Cc1cc2cc(C)c(C)cc2[nH]c1=O
    1.1%	-1.6%	-48.5%	-5.6%	-25.2%	?	-1.3%	?	-2.5
25) CC(=O)Nc1ccc(OS(=O)(=O)c2c(C)cc(C)cc2C)cc1
    10.6%	-7.2%	-2.5%	-17.0%	-4.0%	-4.9%	2.6%	14.2%	0.6
26) COC(=O)c1c(C)nn(-c2ccc(OC(F)(F)F)cc2)c1-c1snnc1C
    22.4%	-4.8%	-11.3%	-1.2%	2.3%	-1.4%	-7.1%[57.1 µM]	-14.7%[57.1 µM]	1.8
27) COc1cc(C(=O)NCC(c2ccco2)N(C)C)cc(OC)c1OC (stereo not drawn)
    3.7%	-3.3%	9.2%	-3.1%	-5.6%	-2.5%	10.3%[57.1 µM]	1.8%	-2.4
28) C=CCn1c(SCC(=O)Nc2ncc(Cc3ccc(Br)cc3)s2)nnc1-c1ccncc1
    -0.7%	-3.2%	-29.2%	-17.3%	-1.8%	-1.2%	-8.7%	13.7%	-3.3
29) CCOC(=O)C1CCCN(S(=O)(=O)c2ccc(C)cc2)C1 (stereo not drawn)
    1.8%	-6.7%	26.4%[11.4 µM]	5.7%	-0.1%	-0.1%	10.2%[57.1 µM]	25.9%[57.1 µM]	-3.7
30) CCCCN(C(=O)c1ccc(N2CCCC2=O)cc1)c1c(N)n(CC(C)C)c(=O)[nH]c1=O
    5.6%	-3.5%	-33.8%	-3.0%	-11.3%	0.3%	-11.5%	-17.0%	-8.7

Given bar-delimited: part of the list above.
no. | molecule | IDH1 R132H inh | Glioma ERSR ind | RGS4 inhibitor | USP1-UAF1 inh | Vif-A3F inh | Vif-A3G inh | TrxR1 substrate | TrxR1 inh | LDHA block
19 | O=c1cc([O-])[n+]2c3n1CCCN3CCC2 | 1.9% | -2.6% | 4.3% | -3.2% | 1.7% | 1.0% | -14.7% | -4.4% | -3.5
4 | COC(=O)/C(C#N)=C/c1ccc(OC(=O)c2ccccn2)cc1 | 0.8% | 3.6% | -4.3% | -18.6% | 0.4% | -0.5% | -11.8% | ? | 5.6
26 | COC(=O)c1c(C)nn(-c2ccc(OC(F)(F)F)cc2)c1-c1snnc1C | 22.4% | -4.8% | -11.3% | -1.2% | 2.3% | -1.4% | -7.1%[57.1 µM] | -14.7%[57.1 µM] | 1.8
29 | CCOC(=O)C1CCCN(S(=O)(=O)c2ccc(C)cc2)C1 (stereo not drawn) | 1.8% | -6.7% | 26.4%[11.4 µM] | 5.7% | -0.1% | -0.1% | 10.2%[57.1 µM] | 25.9%[57.1 µM] | -3.7

Remaining list, next part
Below each SMILES – IDH1 R132H inh	Glioma ERSR ind	RGS4 inhibitor	USP1-UAF1 inh	Vif-A3F inh	Vif-A3G inh	TrxR1 substrate	TrxR1 inh	LDHA block
31) COc1ccc(OC)c(CN2CCN(C(=O)CN3C(=O)NC4(CCCC4)C3=O)CC2)c1
    -4.7%	-3.3%	17.8%	1.8%	5.9%	-0.7%	1.6%	5.6%	-11.2
32) CCOC(=O)c1nn(-c2cccc(OC)c2)c2nc(CC)c(C#N)c(=O)n12
    2.7%	-3.1%	-22.6%	-15.1%	-0.9%	-0.3%	15.1%	-0.6%	-1.1
33) Cc1ccc(N(CC(=O)NCc2ccc(F)cc2)C(=O)c2csnn2)c(C)c1
    -5.8%	-1.6%	-4.6%	-15.0%	-0.5%	-0.1%	4.1%	35.6%	-6.1
34) Cc1ccc(OCC(=O)N2CCc3ccccc3C2)c([N+](=O)[O-])n1
    -2.1%	0.2%	-12.5%	-3.9%	8.5%	0.0%	-14.2%	-18.5%	-5.0
35) O=C(c1c[nH]c2ccccc12)N1CCN(c2ccccc2)CC1
    -8.7%	3.6%	4.0%	-6.7%	?	-12.3%	-2.4%	?	-1.6
36) Cc1ccc(CSCC(=O)NN=C2CCN(C)CC2)cc1
    11.2%	-2.0%	-32.6%	-14.7%	-0.9%	-4.7%	-7.0%	-0.2%	3.4

A few values from the entries so far.
cpd 13 in Vif-A3F inh is entered as -1.1%
cpd 25 in Glioma ERSR ind is entered as -7.2%
cpd 29 in Glioma ERSR ind is entered as -6.7%
cpd 28 in TrxR1 substrate is entered as -8.7%

This is a subset; count on the stated rates, not on these rows.
